Pol iota inh – DNA polymerase iota (human) inhibition; Q9UNA4; Pol iota fluorescent replication assay, 10 min; Potency, µM (top dose mostly 115 µM), for the others: top-dose activity, negative = inhibition, actives largely listed as inhibitors; 390,000 tested, 1% active; AID 588590; note: potency is the fitted concentration of half-maximal effect
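Fluorescent replication assay read twice, at 0 min and 10 min after adding 50 nM (final) substrate. Enzyme (10 nM) and compounds were first incubated 15 min at room temperature; enzyme-free buffer wells were negative controls.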
BLM inh – inhibitors of human Bloom syndrome helicase BLM; recombinant BLM DNA unwinding, fluorescence dequenching; Potency, µM (doses to about 56.1 µM), for inactives: at the highest dose activity change, negative = inhibition, usual class: inhibitors; 350,000 tested, 0.2% active; AID 2528;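 note: potency is the fitted concentration of half-maximal effect; plate controls were vehicle for no effect and no enzyme for full effect; nearly all actives have a fitted effect of over 35% in size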
POLK inh – DNA polymerase kappa (human) inhibition; Q9UBT6; purified Pol kappa, fluorescent DNA synthesis assay, 10 min; Potency, µM (doses to about 107 µM), for the others: top-dose activity, negative = inhibition, hits mostly inhibitors; 400,000 tested, 0.53% active; AID 588579; note: potency is the fitted concentration of half-maximal effect; % is set by controls: 0 for no effect and ±100 for the full control effect
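Kinetic fluorescence screen: compound preincubated 15 min RT with 10 nM enzyme; 50 nM substrate (final) initiates; reads at 0/10 min.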
APE1 inh – inhibitors of human APE1 endonuclease; P27695; recombinant APE1, TAMRA/BHQ-2 abasic DNA cleavage fluorescence; Potency, µM (titrated, usually from 65.8 µM), inactives show top-dose activity change, negative = inhibition, hits mostly inhibitors; 350,000 tested, 0.35% active;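 note: potency is the fitted concentration of half-maximal effect; plate controls were vehicle for no effect and reference inhibitor for full effect; nearly all actives have a fitted effect of over 55% in size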
Target sequence (P27695 whole entry, looked up): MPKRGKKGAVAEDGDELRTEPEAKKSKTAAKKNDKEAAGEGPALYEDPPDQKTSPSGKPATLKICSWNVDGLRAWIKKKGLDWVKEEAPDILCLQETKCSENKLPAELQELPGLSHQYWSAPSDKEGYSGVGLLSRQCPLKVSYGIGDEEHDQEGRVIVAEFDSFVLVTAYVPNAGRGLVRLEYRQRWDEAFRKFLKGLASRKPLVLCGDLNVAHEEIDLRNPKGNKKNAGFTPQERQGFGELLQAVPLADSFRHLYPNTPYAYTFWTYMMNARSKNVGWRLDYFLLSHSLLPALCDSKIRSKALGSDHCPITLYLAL
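Quantitative HTS: incision of a TAMRA/BHQ-2 double-stranded substrate bearing a tetrahydrofuran abasic site by 0.75 nM APE1 raises fluorescence. Substrate 50 nM final, added after 15 min compound preincubation at room temperature; progress as third-minus-first kinetic read difference.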
POLB inh – blocks human DNA polymerase beta activity | Potency, µM (series often up to 114 µM), inactives show at the top dose activity change, negative = inhibition, usual class: inhibitors | 340,000 tested, 1.3% active | Pol beta primer extension/strand displacement, fluorescence kinetic | AID 485314 | P06746; note: potency is the fitted concentration of half-maximal effect; % is set by controls: 0 for no effect and ±100 for the full control effect
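Reaction started by 50 nM substrate onto compound-treated Pol beta (10 nM, 15 min preincubation, room temperature); plates read at 0 min and 10 min. Normalized concentration-effect data fitted by four-parameter Hill equation.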
Apoferritin bind – candidate novel general anesthetic via apoferritin binding | P02791 | apoferritin/1-aminoanthracene competitive binding, fluorescence | Potency, µM (series often up to 77.5 µM), for inactives: at the top dose activity change, negative = displacement, hits mostly inhibitors | 350,000 tested, 0.074% active | AID 485281; note: potency is the fitted concentration of half-maximal effect; % is set by controls: 0 for no effect and ±100 for the full control effect; nearly all actives have a fitted effect of over 20% in size
Target sequence (P02791 2-175 limits assumed): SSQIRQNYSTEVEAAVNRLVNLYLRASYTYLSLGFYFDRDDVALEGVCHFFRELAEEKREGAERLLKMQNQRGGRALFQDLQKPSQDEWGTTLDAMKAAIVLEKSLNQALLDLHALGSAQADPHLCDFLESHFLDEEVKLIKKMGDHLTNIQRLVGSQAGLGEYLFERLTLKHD
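Concentration-response curves derived by four-parameter Hill fitting of normalized fluorescence, where compounds displaced 1-AMA from 10 uM horse apoferritin following a brief 10 min room-temperature incubation; propofol titration acted as positive control.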
TRHR ag – TRH receptor (human) agonism | P34981 | 360,000 tested, 0.18% active | TRHR cells, calcium flux fluo-8, FDSS agonist mode | activation, % at 2 µM; in the data active = activation above about 30%; note: 0% is about no effect
Target sequence (P34981 whole entry, looked up): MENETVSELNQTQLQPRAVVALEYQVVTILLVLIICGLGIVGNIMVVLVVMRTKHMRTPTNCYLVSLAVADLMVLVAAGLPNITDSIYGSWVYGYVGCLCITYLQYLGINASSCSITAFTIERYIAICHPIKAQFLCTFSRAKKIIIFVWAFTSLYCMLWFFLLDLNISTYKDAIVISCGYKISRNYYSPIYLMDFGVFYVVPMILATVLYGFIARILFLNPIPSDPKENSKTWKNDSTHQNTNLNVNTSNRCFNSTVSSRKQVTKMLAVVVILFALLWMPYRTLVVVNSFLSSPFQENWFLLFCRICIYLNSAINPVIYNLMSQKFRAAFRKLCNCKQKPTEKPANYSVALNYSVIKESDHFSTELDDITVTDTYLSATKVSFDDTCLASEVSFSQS
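In this calcium-flux screen, cells bearing human TRHR are dye-loaded with fluo-8, baselined for 10 cycles, then exposed to library compounds; positive kinetic calcium responses during the agonist phase mark hits, with TRH as control.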
12-LOX inh – inhibitors of human 12S-lipoxygenase ALOX12. P18054. purified 12hLO, xylenol orange hydroperoxide absorbance. 580,000 tested, 1.1% active. AID 1671190. Potency, µM (series often up to 108 µM), for inactives: at the highest dose activity change, negative = inhibition, hits mostly inhibitors; note: potency is the fitted concentration of half-maximal effect; % is set by controls: 0 for no effect and ±100 for the full control effect
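Hydroperoxide product was detected by ferrous iron/xylenol orange as the 573 to 405 nm absorbance ratio. Arachidonic acid at 40 uM (final) was turned over for 30 min at room temperature by 150 nM human 12hLO, pH 7.0 Hepes buffer, after 15 min compound preincubation.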
ERG Ets-DNA blk – inhibitors of human ERG Ets domain-DNA interaction | P11308 | fluorescence polarization, His-ERG Ets domain / labelled DNA | Potency, µM (highest dose often 76.9 µM), for inactives: at the top dose FP activity, negative = inhibition, hits mostly inhibitors | 370,000 tested, 0.028% active; active = well fitted inhibition curve with a large enough effect in the polarisation, with a control signal flat; inconclusive = small, poorly fitted or top-dose-only effect, or effect the other way, or a change in a side signal; inactive = no such curve, though single readings can be large or run the other way; the % refers to the polarisation;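 note: polarization taken with two DNA probes labelled with fluorescein and Texas red; potency is the fitted concentration of half-maximal effect; % of control where 0% means no effect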
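His-tagged ERG Ets domain (1 uM in the protein solution; 300mM KCl, 50mM Tris-HCl, 1mM EDTA, 1mM DTT, pH 7.5) received compound, then a probe mix of 5 nM fluorescein-DNA and 100nM Texas-615-DNA. Fluorescence polarization was read for both dyes.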
* = called active by the depositor; ? = inconclusive; nt = not tested or not shown; & = joins results of further samples; [ ] = remark or other dose. Unless noted, calls come from the whole dose curve; as a rule, active = well fitted curve in the direction sought with a large enough effect; inconclusive = small, poorly fitted or top-dose-only effect, or another doubt; inactive = no such curve, though single readings can be large; an effect the other way counts as inactive or inconclusive. Not all compounds are listed; count on the stated rates, not on these rows.

SMILES	POLB inh	POLK inh	Pol iota inh	TRHR ag	APE1 inh	12-LOX inh	ERG Ets-DNA blk	Apoferritin bind	BLM inh
CC1(C)CCc2c([nH]c3ccccc3c2=O)O1	-8%	3%	-16%	-0.1	-9%	3%	2%	-2%	-1%
Cc1cc(NC(=O)c2cc(-c3ccccn3)nc3ccccc23)no1	17%	-5%	7%	-0.2	0%	5%	nt	-19%	1%
O=C(NCCc1ccccc1)Oc1ccc(Cl)cc1	-6%	0%	32%	0.0	-7%	0%	-6%	3%	0%
CCOC(=O)C(=NCC1CCCO1)NNc1cc(Cl)ccc1Cl (centres undefined)	2%	-10%	1%	-0.2	0%	?	-9%	-11%	-10%
COc1cc(C#Cc2c(-c3cncn3C)n(C)c3ccc(-c4ccc(CN5CCOCC5)cc4)cc23)cc(OC)c1	nt	0%	81%[activator]	nt	36%	24%	-3%	nt	nt
CCn1c(C)nc2c1C(=O)c1ccccc1C2=O	39%	6%	-6%	-0.2	14%	36%[activator]	-2%	-11%	-2%
CCN(CC)S(=O)(=O)c1ccc(NC(=O)NCc2noc3ccc(C)cc23)cc1	1%	-4%	2%	-0.4	nt	-11%	2%	159%[activator]	-6%
COc1ccc(Cc2nc3ccc(C(=O)NCc4ccc(OC)cc4OC)cc3o2)cc1	0%	-4%[60.1 µM]	-1%	0.9	nt	-4%	13%	3%	-3%
CC1NC2(C(=O)N(Cc3ccccc3)c3ccccc32)C2C(=O)N(c3ccccc3)C(=O)C12 (centres undefined)	-1%	-2%	2%	0.3	?	-1%	-8%	-2%	1%
COc1cc(/C=N/NC(=O)C(=O)/C=C2\NC3(CCCC3)Cc3ccccc32)ccc1O	5%	-2%	22%	-0.3	-2%	0%	15%	-20%	-6%
CC(=O)c1cccc(NC(=O)CSc2nc(=O)n(CCCN3CCOCC3)c3c2CCC3)c1	nt	-7%	30%	0.0	-6%	?	-3%	nt	nt
O=C(NCCCCc1ccccc1)c1cccc(NC(=O)C2CCCC2)c1	nt	-6%	3%	nt	nt	30%	6%	nt	nt

Later entries.
SMILES	POLB inh	POLK inh	Pol iota inh	TRHR ag	APE1 inh	12-LOX inh	ERG Ets-DNA blk	Apoferritin bind	BLM inh
COc1cc(CNCc2ccccn2)ccc1OCc1ccc(Cl)cc1	-20%	-11%	-12%	0.8	4%	7%	-7%	?	-2%
O=c1c2ccccc2ncn1CCCCOc1ccccc1F	-27%	4%	19%	0.5	8%	?	-9%	-18%	-5%
Cc1ccc(OCC(=O)NC2CCCC2)c(C)c1	24%	0%	10%	-0.1	0%	20%	-7%	-3%	0%
CCCNc1ncc2c(=O)[nH][nH]c(=O)c2n1	nt	-4%	?	nt	nt	-2%	-1%	nt	nt
CC(=O)Nc1cc(C(=O)OC(C(=O)c2ccccc2)c2ccccc2)ccc1C (centres undefined)	-1%	-14%	2%	-0.2	-10%	-4%	8%	-18%	-3%
Cc1ccc(OCC(=O)N(Cc2ccco2)Cc2ccco2)cc1C	0%	0%	24%	-1.1	nt	-18%	?	-11%	-2%
CCOC(=O)C1C(c2ccc(OC)cc2)N(C)OC1(O)C(F)(F)F (centres undefined)	1%	3%	51%[activator]	0.1	2%	-13%	6%	-9%	-2%
O=C(Nc1cccc(O)c1)c1ccccc1[N+](=O)[O-]	13%	0%	22%	-0.4	-1%	9%	-4%	-11%	-4%
CCCCCCN(C(=O)CCCCCN1C(=O)NC(c2ccc(-c3ccccc3)cc2)C(C(=O)OCc2ccccc2)=C1C)C(C(=O)NCCCC)c1ccc(OCC(=O)OC)cc1 (centres undefined)	-11%	nt	nt	3.3	?	nt	nt	11%&8%	-1%&-9%
COc1ccccc1C(=O)N/C(=C/c1ccccc1)C(=O)NC(CCSC)C(=O)O (centres undefined)	1%	-7%[60.1 µM]	-6%	0.3	-2%	-5%	nt	-5%	-3%
COc1ccc(CNC(=O)c2c(O)c3ccccc3n(C)c2=O)cc1	4%	-12%	138%[activator]	1.7	-12%	21%	-7%	-5%	-4%
C/C(CC(=O)Nc1ccc(C)c(Cl)c1)=N\NC(=O)c1ccncc1	-23%	-6%	132%[activator]	0.0	-7%	-1%	-6%	-21%	-8%

Next compounds
SMILES	POLB inh	POLK inh	Pol iota inh	TRHR ag	APE1 inh	12-LOX inh	ERG Ets-DNA blk	Apoferritin bind	BLM inh
COc1ccc(C2=CSC3=NCCN23)cc1	-30%	-7%	?	0.9	8%	40%[activator]	-1%	5%	3%
CCC(C(=O)N1CCN(c2cccc(Cl)c2)CC1)c1ccccc1 (centres undefined)	3%	-13%	11%	-0.2	10%	-9%	-8%	1%	-5%
Cc1nn(-c2ccccc2)c(Cl)c1/C=N/Nc1nncc(=O)[nH]1	25%	-6%	11%	-0.2	3%	?	13%	-4%	4%
O=C(Nc1ccc(F)cc1)c1cccc(C(=O)Nc2ccc(F)cc2)c1	17%	4%	18%	0.7	5%	0%	-16%	6%	-3%
COc1cccc(Cn2cnc3c(NS(=O)(=O)c4ccc(Cl)cc4)c(C)c(C)cc32)c1	0%	-5%	-1%	-0.2	-8%	-28%	-8%	-10%	-7%
O=C(C[n+]1cc(-c2ccc(F)cc2)n2c1CCC2)Nc1nc(-c2ccc(F)cc2)cs1	25%	0%	15%	0.3	21%	-27%	-2%	-20%	-5%
O=C(Nc1cccc2cccnc12)C1CCCC1	56%	-7%	127%[activator]	0.1	14%	-1%	-2%	5%	0%
CCC(CCC(=O)Nc1cccc(C(=O)O)c1)C(=O)O (centres undefined)	0%	-7%	5%	0.0	2%	6%	0%	-1%	8%
O=C(O)CCCC(=O)Nc1ccc(Cl)cc1	?	3%	-10%	1.0	-2%	7%	-4%	-3%	-1%
CCc1ccc(-c2cc3c(=O)n(CC(=O)NCc4ccccc4F)ncn3n2)cc1	5%	-4%	11%	0.2	24%	4%	-10%	0%	1%
CCCCC(c1nnnn1C1CCCC1)N1CCN(C2CCCCC2)CC1 (centres undefined)	0%	-19%	1%	0.7	0%	?	6%	-5%	1%
CCOc1ccc(CNC(=O)c2ccc3c(c2)nnn3C2CCCC2)cc1	2%	-16%	-2%	0.0	nt	-3%	-1%	-9%	-4%

The list goes on.
SMILES	POLB inh	POLK inh	Pol iota inh	TRHR ag	APE1 inh	12-LOX inh	ERG Ets-DNA blk	Apoferritin bind	BLM inh
C#CCOCCOCCOCCNc1nc(N2CCN(C(=O)[C@H](CCC(=O)O)n3cc(C(N)Cc4ccc(O)cc4)nn3)CC2)nc(N2CCN(C(=O)[C@H](Cc3cc4ccccc4[nH]3)n3cc(C(N)[C@H](C)CC)nn3)CC2)n1 (some centres undefined)	-1%	9%	18%	-0.2	2%	nt	5%	-6%	-9%
CS(=O)(=O)c1ccc(Cl)c(NC(=O)CNC(=O)c2ccc3c(c2)OCO3)c1	nt	3%	17%	nt	-10%	10%	8%	nt	nt
Cc1ccc(OCC(=O)NNC(=O)c2cccnc2)cc1	26%	-5%	1%	nt	3%	0%	1%	-9%	-1%
CN(N=Nc1cccc([N+](=O)[O-])c1)c1ccccc1	2%	-1%	5%	-2.1	19%	0%	7%	-10%	-5%
COc1ccccc1CCNC(=O)c1ccc(-c2nc(CSc3ccc(C)cc3)c(C)o2)cc1	22%	-12%	-3%	2.7	nt	-30%	3%	5%	-8%
CC(=O)Nc1ccc(/C(C)=N/Nc2nc(N3CCOCC3)nc(N3CCOCC3)n2)cc1	5%	2%	-5%	0.2	-5%	-10%	7%	-8%	-2%
COc1ccc(NC(=O)COc2ccccc2Cl)cc1S(=O)(=O)N1CCCCC1	nt	-5%	14%	-0.1	32%	?	7%	nt	nt
O=C(NCc1ccco1)c1cc(-c2ccncc2)nc2ccccc12	1%	-10%	29%	0.0	1%	?	8%	-14%	0%
C=CCn1c(C)cc(C(=O)COC(=O)/C=C/c2c(C)nn(C3CCS(=O)(=O)C3)c2Cl)c1C (centres undefined)	nt	-22%	-12%	0.1	0%	9%	-17%	nt	nt
COc1cc(C(=O)Sc2ccc(Cl)cc2)cc(OC)c1OC	3%	-7%	11%	-0.8	0%	0%	-3%	-21%	-1%
Cc1cccc(N=C2NC(=O)CS2)c1C	-3%	-7%	23%	0.2	8%	-15%[57.4 µM]	2%	-5%	2%
CS(=O)(=O)c1ccc(Cl)c(NC(=O)Cc2ccccc2F)c1	4%	-5%	111%[activator]	0.8	0%	-12%	-4%	-3%	-4%

Some values from above.
`C=CCn1c(C)cc(C(=O)COC(=O)/C=C/c2c(C)nn(C3CCS(=O)(=O)C3)c2Cl)c1C` (centres undefined) in Pol iota inh reads -12%
`CN(N=Nc1cccc([N+](=O)[O-])c1)c1ccccc1` in APE1 inh reads 19%

Remaining list, next part.
SMILES	POLB inh	POLK inh	Pol iota inh	TRHR ag	APE1 inh	12-LOX inh	ERG Ets-DNA blk	Apoferritin bind	BLM inh
CC1(C)N=C(N)NC(Nc2ccc(Cl)cc2)=N1	nt	4%	-8%	nt	nt	-24%	-8%	nt	nt
O=C(NC1CCCCC1)C(c1ccccc1)N(Cc1ccc2c(c1)OCO2)C(=O)c1cnsn1 (centres undefined)	6%	-11%	?	0.0	-2%	43%[activator]	2%	-8%	-4%
Cc1cccnc1NC(=O)CSc1nnc(Cc2ccccc2)o1	12%	-14%	7%	0.6	16%	-21%	4%	3%	6%
O=C(N/N=C/c1cccs1)c1ccc2nc[nH]c2c1	-6%	-2%	19%	0.3	3%	0%	10%	2%	-1%
CCc1ccc[n+](-c2[nH]c(=O)sc2/C=N/N=C(\[O-])c2cccnc2)c1	2%	1%	-8%	0.0	33%	13%	8%	-14%	-2%
COc1ccccc1/C=C/C(=O)OCC(=O)Nc1c(F)cccc1F	0%	-5%	52%[activator]	0.3	-1%	-9%	-11%	?	-3%
COc1cc(C(C(=O)NC2CCCC2)N(CCO)C(=O)Cn2nnc(-c3ccc(C)o3)n2)ccc1O (centres undefined)	-4%	-1%	148%[activator]	-0.3	22%[12.4 µM]	1%	-3%	-7%	2%

Source: PubChem
